Screening results as filed in PubChem.
ERK AVP block = vasopressin-driven ERK pathway inhibition. AID 995. HEK293-V1b, vasopressin-stimulated pERK AlphaScreen. 0.99% of 72,000 active. Potency, µM (doses to about 57.5 µM), for inactives: at the highest dose activity, negative = inhibition, hits mostly inhibitors; also: potency is read from the fitted curve at half-maximal effect; % is scaled to controls: 0 for no effect and ±100 for the full control effect; nearly all actives have a fitted effect of over 55% in size
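Overnight-seeded V1b-HEK293 cells in 1% FBS got compound, then vasopressin (25 nM final, 5 min, 37C), then lysis buffer. AlphaScreen detection of phospho-ERK; activity normalized to basal and full-stimulation controls.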
15-hLO inh = 15-hLO (ALOX15) enzyme inhibition. purified 15hLO-1, xylenol orange hydroperoxide absorbance. Potency, µM (top dose mostly 57.1 µM), for the others: at the top dose activity change, negative = inhibition, most hits filed as inhibitors. 1.4% of 74,000 active. AID 887; also: potency is read from the fitted curve at half-maximal effect; % is scaled to controls: 0 for no effect and ±100 for the full control effect; nearly all actives have a fitted effect of over 55% in size
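Quantitative HTS in 25 mM Hepes pH 7.5 containing 0.01% Triton X-100: human 15hLO-1 at 40 nM, arachidonic acid at 50 uM, 6 min turnover. Product quantified via ferrous oxidation/xylenol orange, 573:405 nm absorbance ratio.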
Epigenetic mod = epigenetic modulators derepressing GFP locus in mouse cells; mouse C127i GFP locus derepression, cytometry, 30 h; Potency, µM (titrated, usually from 46.1 µM), inactives show at the top dose GFP derepression (activation); 0.09% of 68,000 active; also: % of control where 0% means no effect
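Murine C127i mammary cells carrying a silenced, stably integrated CMV-driven GFP reporter were treated with compound for 30 hours at 37 C. After PBS washes, GFP-positive cells were counted by laser-scanning microplate cytometry.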
Luciferase inh = inhibitors of firefly luciferase | purified firefly luciferase, luminescence, 8 min | Potency, µM (doses to about 57.1 µM), without a hit: at the highest dose activity change, negative = inhibition, actives largely listed as inhibitors | 2.2% of 72,000 active | AID 411; also: potency is read from the fitted curve at half-maximal effect; % is scaled to controls: 0 for no effect and ±100 for the full control effect; nearly all actives have a fitted effect of over 40% in size
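Inhibition of light generation by firefly luciferase from ATP and luciferin was profiled with concentration-response curves per sample, ATP held at 10 uM within the enzyme's linear range. Plates were read by luminescence after an 8-minute ambient incubation.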
An asterisk follows results filed as active; / = not tested or not shown; & = joins results of further samples; [ ] = another dose, or the depositor's remark. Calls follow the shape of the dose curve; as a rule, active = well fitted curve in the direction sought with a large enough effect; inconclusive = small, poorly fitted or top-dose-only effect, or another doubt; inactive = no such curve, though single readings can be large; an effect the other way counts as inactive or inconclusive. A portion of the library, so the mix of outcomes need not match the whole.

SMILES | ERK AVP block | 15-hLO inh | Epigenetic mod | Luciferase inh
CCC1C(=O)OC[C@H]1Cc1cncn1C (stereo partly drawn) | -7% | 10% | / | /
CC[C@@H]1C(=O)OC[C@@H]1Cc1cncn1C | -19% | -5%[25.6 µM] | -2%&2%[20.6 µM] | 3%&-1%[25.5 µM]
